# NR5A2 inv ag = inverse agonists of human LRH-1 (NR5A2) | O00482 | HEK293T StAR-luciferase reporter, LRH-1 transfected, 24 h | inhibition, % at 3.6 µM | 360,000 compounds, 0.13% hits | AID 602396;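 active means inhibition above the mean inhibition of all tested compounds plus 3 SD, cut at about 73% in these data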;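 further: 0% = DMSO wells and 100% = reporter-only cells lacking LRH-1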
# ABHD5 PLIN5 PPI = inhibitors of human ABHD5-perilipin-5 interaction. inhibition, % at 4 µM. 360,000 compounds, 0.78% hits. Q00G26+Q8WTS1. Split G. princeps luciferase complementation, luminescence, 4 h;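 active means inhibition above the mean inhibition across every tested compound plus 3 SD, cut at about 22% in these data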;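 further: 0% = DMSO only wells and the 100% control is not disclosed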
# Target sequence (Q00G26 whole entry, looked up): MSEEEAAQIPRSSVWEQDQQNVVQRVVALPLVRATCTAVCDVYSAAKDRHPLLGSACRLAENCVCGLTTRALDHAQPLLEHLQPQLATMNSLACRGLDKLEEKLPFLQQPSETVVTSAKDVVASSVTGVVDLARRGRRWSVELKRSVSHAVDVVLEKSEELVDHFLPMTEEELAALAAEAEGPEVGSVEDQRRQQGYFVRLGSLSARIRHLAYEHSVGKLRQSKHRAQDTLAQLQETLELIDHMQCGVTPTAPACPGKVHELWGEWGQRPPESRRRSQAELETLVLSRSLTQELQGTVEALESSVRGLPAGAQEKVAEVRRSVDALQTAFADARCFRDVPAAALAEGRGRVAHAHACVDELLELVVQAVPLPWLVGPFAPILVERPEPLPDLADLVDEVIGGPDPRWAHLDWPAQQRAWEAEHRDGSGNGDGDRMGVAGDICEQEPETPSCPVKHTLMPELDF
# Target sequence (Q8WTS1 whole entry, looked up): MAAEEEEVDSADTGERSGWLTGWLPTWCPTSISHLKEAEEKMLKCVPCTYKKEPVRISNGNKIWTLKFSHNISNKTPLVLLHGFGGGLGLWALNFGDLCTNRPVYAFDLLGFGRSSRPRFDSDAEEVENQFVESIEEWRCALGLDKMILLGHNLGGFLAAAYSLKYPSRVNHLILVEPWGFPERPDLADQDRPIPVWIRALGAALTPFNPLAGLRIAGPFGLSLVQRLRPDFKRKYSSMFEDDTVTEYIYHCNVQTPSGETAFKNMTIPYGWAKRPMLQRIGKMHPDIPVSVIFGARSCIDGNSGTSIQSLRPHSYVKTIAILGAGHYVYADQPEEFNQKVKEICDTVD
# TROY NFkB inh = blocks TROY-dependent signaling in reporter cells; Q293 LMP1-TROYcd NF-kB luciferase reporter, 4 h; 360,000 compounds, 0.98% hits; AID 1347056; inhibition, % at 10 µM;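 active means compounds whose plate-normalised and pattern-corrected inhibition of the luciferase reporter signal at the single screening dose is 50% or more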
# TWEAK-Fn14 inh = TWEAK-Fn14 signaling inhibition; TWEAK-stimulated Fn14 reporter cells, luciferase luminescence, 8 h; inhibition, % at 10 µM; 360,000 compounds, 2% hits; in the data active means inhibition above about 50%
# Exocytosis inh = blocks lytic granule exocytosis. TALL-104 LAMP-1 surface exposure, flow cytometry; cells stimulated with thapsigargin and PMA. inhibition, % at 10 µM. 360,000 compounds, 0.66% hits. AID 651702;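 active means inhibition above about 55%, limit read from the data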
# NCOA3 inh = inhibitors of human steroid receptor coactivator 3 (SRC3) | HEK293 GAL4-SRC3 luciferase reporter, luminescence | inhibition, % at 3.6 µM | 360,000 compounds, 0.17% hits | AID 588352;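 active means inhibition above a per-campaign cutoff, the mean of all compounds plus 3 SD, cut at about 60% in these data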;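 further: 0% = DMSO-treated cells and 100% = gossypol-treated cells at 36 µM; higher means less SRC3-driven luciferase light from the GAL4 reporter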
# NOD2 RIPK2 PPI = blocks binding of human NOD2 to RIPK2. O43353. CHO BLA complementation NOD2-RIPK2, CCF4 ratio. inhibition, % at 4.98 µM. 360,000 compounds, 0.38% hits; in the data active means inhibition above about 21%;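 further: 0% = vehicle only and 100% = reference blocker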
# COUP-TFII inh = NR2F2 (human) inhibition, primary screen. HEK293T NGFI-A luciferase reporter, luminescence. inhibition, % at 8.6 µM. 370,000 compounds, 0.7% hits. AID 686940;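 active means inhibition above a per-plate cutoff, mean inhibition of test wells between control levels plus 3 SD, cut at about 38% in these data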;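 further: cells cotransfected with COUP-TFII expression vector driving the NGFI-A reporter; 0% = median of COUP-TF2 test wells and 100% = reporter-only cells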
# NCOA1 inh = human NCOA1 inhibition. Q15788. HEK293 GAL4-SRC1 luciferase reporter, luminescence. inhibition, % at 3.6 µM. 360,000 compounds, 0.12% hits;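 active means inhibition above the campaign mean plus 3 SD, with each screening campaign given its own cutoff, cut at about 60% in these data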;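 further: 0% = DMSO treated cells and 100% = gossypol at 36 µM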
# NCOA2 inhibitor = inhibits human steroid receptor coactivator 2; Q15596; HEK293 GAL4-SRC2 luciferase reporter, luminescence; inhibition, % at 9 µM; 370,000 compounds, 0.17% hits;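 active means inhibition above the mean inhibition of all tested compounds plus 3 SD, set per campaign, cut at about 52% in these data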;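 further: 0% = DMSO treated cells and 100% = cells given Gossypol at 36 µM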
# TLR9-MyD88 inh = TLR9-MyD88 interaction inhibition | CHO BLA complementation TLR9-MyD88, CCF4 FRET ratio | inhibition, % at 4.98 µM | 340,000 compounds, 0.21% hits | AID 504734;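 active means inhibition above the mean over all tested compounds plus 3 SD, cut at about 21% in these data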;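 further: 0% = DMSO only wells and 100% = clavulanate BLA inhibitor control wells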
# Starred values were filed as active, the others as inactive. These rows are one share of the data, so the mix of outcomes need not match the whole.
mol | NR5A2 inv ag | ABHD5 PLIN5 PPI | TROY NFkB inh | TWEAK-Fn14 inh | Exocytosis inh | NCOA3 inh | NOD2 RIPK2 PPI | COUP-TFII inh | NCOA1 inh | NCOA2 inhibitor | TLR9-MyD88 inh
O=C1C(=O)c2ccccc2C(O)=C1CC=C(Cl)Cl | -32.0 | -17.1 | 17.3 | 11.5 | 4.4 | -59.7 | 2.0 | -50.6 | 3.4 | 19.1 | 5.5
COc1ccc(C2CC(=O)C=C(NCc3ccccc3)C2)cc1 (stereo unspecified) | -17.4 | -10.4 | -18.0 | 6.8 | 27.8 | 6.7 | 3.6 | -3.0 | -8.3 | 13.4 | -4.6
Cc1ccc(S(=O)(=O)NC(=NC(C)C)c2ccccc2)cc1 | -7.9 | 3.8 | -12.3 | 0.7 | 2.3 | 5.2 | 6.7 | -3.5 | -14.8 | -12.0 | -4.9
COC(=O)C1=C(C)NC(C)=C(C(=O)OCC2CCCO2)C1c1cccc(Br)c1 (stereo unspecified) | 21.9 | -5.7 | -9.2 | -22.8 | 2.1 | 2.0 | -1.2 | 13.9 | 0.6 | 11.6 | -7.0
COc1cccc(N2CC(NS(=O)(=O)c3ccc4ccccc4c3)CC2=O)c1 (stereo unspecified) | -2.1 | 0.2 | -6.6 | -18.5 | 0.5 | 2.6 | 4.5 | 13.9 | -3.5 | 6.7 | -5.3
CSc1nc(Cl)c(Cc2ccc(OC(C)C)cc2)c(N2CCOCC2)n1 | 0.8 | -9.3 | 11.0 | 4.2 | -2.8 | 23.6 | -8.9 | 22.9 | -12.6 | 10.9 | -6.3
CCCN1CCC(N2CCN(c3cccc(C(F)(F)F)c3)CC2)CC1 | 5.7 | -3.5 | -8.1 | 1.0 | 1.6 | 2.6 | 1.2 | 10.9 | 2.3 | -6.9 | -19.9

# A draw from above in order of number of heavy atoms, lowest first:
mol | NR5A2 inv ag | ABHD5 PLIN5 PPI | TROY NFkB inh | TWEAK-Fn14 inh | Exocytosis inh | NCOA3 inh | NOD2 RIPK2 PPI | COUP-TFII inh | NCOA1 inh | NCOA2 inhibitor | TLR9-MyD88 inh
O=C1C(=O)c2ccccc2C(O)=C1CC=C(Cl)Cl | -32.0 | -17.1 | 17.3 | 11.5 | 4.4 | -59.7 | 2.0 | -50.6 | 3.4 | 19.1 | 5.5
Cc1ccc(S(=O)(=O)NC(=NC(C)C)c2ccccc2)cc1 | -7.9 | 3.8 | -12.3 | 0.7 | 2.3 | 5.2 | 6.7 | -3.5 | -14.8 | -12.0 | -4.9
COc1ccc(C2CC(=O)C=C(NCc3ccccc3)C2)cc1 (stereo unspecified) | -17.4 | -10.4 | -18.0 | 6.8 | 27.8 | 6.7 | 3.6 | -3.0 | -8.3 | 13.4 | -4.6
CCCN1CCC(N2CCN(c3cccc(C(F)(F)F)c3)CC2)CC1 | 5.7 | -3.5 | -8.1 | 1.0 | 1.6 | 2.6 | 1.2 | 10.9 | 2.3 | -6.9 | -19.9
CSc1nc(Cl)c(Cc2ccc(OC(C)C)cc2)c(N2CCOCC2)n1 | 0.8 | -9.3 | 11.0 | 4.2 | -2.8 | 23.6 | -8.9 | 22.9 | -12.6 | 10.9 | -6.3
COC(=O)C1=C(C)NC(C)=C(C(=O)OCC2CCCO2)C1c1cccc(Br)c1 (stereo unspecified) | 21.9 | -5.7 | -9.2 | -22.8 | 2.1 | 2.0 | -1.2 | 13.9 | 0.6 | 11.6 | -7.0

# From PubChem BioAssay
